Bcl-xL primary: inhibitors of human Bcl-xL; GST-Bcl-xL / FITC-Bim BH3 peptide fluorescence polarization; AID 2129; 320,000 tested, 0.7% active; inhibition, % at 10.9 µM;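 active = inhibition above the mean of all tested compounds plus 3 SD, cutoff set per campaign, cut at about 30% in these data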;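 note: 0% = DMSO wells and 100% = unlabeled Bim-BH3 peptide competitor; inhibitors lower millipolarization by displacing the labeled peptide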
Target sequence (Q07817 whole entry, looked up): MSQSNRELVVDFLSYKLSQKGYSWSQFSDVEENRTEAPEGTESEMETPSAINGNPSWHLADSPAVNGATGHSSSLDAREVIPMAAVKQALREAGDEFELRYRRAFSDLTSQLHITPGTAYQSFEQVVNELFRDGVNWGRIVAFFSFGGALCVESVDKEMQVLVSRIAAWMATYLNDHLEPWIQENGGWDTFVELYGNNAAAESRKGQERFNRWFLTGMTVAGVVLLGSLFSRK
Yeast superoxide: yeast age-related superoxide inhibition as caloric restriction mimetic; S. cerevisiae aged cells, superoxide DHE fluorescence; stronger effect = lower value; superoxide response (% of plate mean), % at 10 µM; 330,000 tested, 0.18% active; AID 2690;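 active = superoxide response under a set limit, about three screen SD below normal, cut at about 65% in these data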;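 note: yeast aged for seven days with compound at 30 °C before DHE staining; 100% = average MFI of all compound-treated wells on the plate with controls excluded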
GLD-1 RNA inh: GLD-1-TGE RNA interaction inhibition (C. elegans). inhibition, % at 5.96 µM. 320,000 tested, 0.44% active. purified GLD-1 + fluorescein TGE RNA, fluorescence polarization. Q17339;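 active = percent inhibition above a per-plate cutoff, the plate mean of test compounds plus 3 SD, cut at about 30% in these data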;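 note: 0% = DMSO wells with GLD-1 and probe and 100% = wells lacking GLD-1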
Fam108B counter: Fam108B inhibition, counter-screen for RBBP9 inhibitors | recombinant Fam108B, FP-Rh probe fluorescence polarization | AID 1947 | 300,000 tested, 0.33% active | inhibition, % at 9.51 µM;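 active = inhibition above the screen mean inhibition plus 3 SD, computed separately per campaign, cut at about 18% in these data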;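 note: inhibitors lower polarization as less probe binds the enzyme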
MEX-5 binding: C. elegans MEX-5 TCR-2 RNA binding activity; Q9XUB2; MEX-5/FITC-TCR2 RNA binding, fluorescence polarization; stronger effect = lower value; activity score (negative = inhibition of binding), % at 10 µM; 300,000 tested, 0.38% active; AID 1832;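 active = inhibition past about -25% in most replicates, and total fluorescence under double the plate's negative control median, limit read from the data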;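 note: 0% = DMSO and -100% = 5 µM competing unlabeled TCR2 RNA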
Target sequence (Q9XUB2 whole entry, looked up): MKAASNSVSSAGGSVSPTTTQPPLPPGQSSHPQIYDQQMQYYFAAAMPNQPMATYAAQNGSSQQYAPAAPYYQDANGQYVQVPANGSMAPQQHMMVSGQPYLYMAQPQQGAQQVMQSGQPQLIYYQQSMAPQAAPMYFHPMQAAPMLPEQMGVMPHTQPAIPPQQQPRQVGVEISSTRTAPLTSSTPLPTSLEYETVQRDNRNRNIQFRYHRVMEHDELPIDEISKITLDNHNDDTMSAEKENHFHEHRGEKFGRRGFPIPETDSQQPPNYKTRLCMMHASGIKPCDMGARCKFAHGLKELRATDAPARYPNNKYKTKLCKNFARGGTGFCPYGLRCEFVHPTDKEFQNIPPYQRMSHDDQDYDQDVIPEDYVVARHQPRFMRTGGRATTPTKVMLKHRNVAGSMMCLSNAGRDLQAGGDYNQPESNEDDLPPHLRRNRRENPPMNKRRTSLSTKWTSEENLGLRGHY
EBNA-1 inh: blocks EBNA-1 binding to DNA | 300,000 tested, 0.34% active | inhibition, % at 14.8 µM | EBNA-1 DNA binding, fluorescence polarization | AID 1950; in the data active = inhibition above about 28%
ZTA DNA inh: counter-screen for EBNA-1 inhibitors: inhibitors of Epstein-Barr virus ZTA; P03206; ZTA-DNA binding, fluorescence polarization; inhibition, % at 11 µM; 320,000 tested, 0.15% active; AID 2234; in the data active = inhibition above about 33%
Target sequence (P03206 whole entry, looked up): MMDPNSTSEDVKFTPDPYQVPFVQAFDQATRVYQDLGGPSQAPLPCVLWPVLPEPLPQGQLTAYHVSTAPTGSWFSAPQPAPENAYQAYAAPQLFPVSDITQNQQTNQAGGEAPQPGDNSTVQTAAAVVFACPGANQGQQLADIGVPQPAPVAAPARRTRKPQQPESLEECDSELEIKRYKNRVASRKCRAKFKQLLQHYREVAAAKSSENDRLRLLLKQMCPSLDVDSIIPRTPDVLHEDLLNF
MCL1 BIM primary: disrupts human MCL1 binding to BIM-BH3 peptide; 320,000 tested, 0.68% active; inhibition, % at 10.9 µM; AID 2057; Q07820; GST-MCL1 / FITC-Bim-BH3 fluorescence polarization;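 active = inhibition above the mean inhibition of all tested compounds plus 3 SD, set per campaign, cut at about 40% in these data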;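 note: 0% = DMSO wells and 100% = unlabeled Bim-BH3 peptide control; higher means more loss of mP so more displacement of Bim peptide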
Efflux pump mplx: inhibitors of Candida antifungal efflux pumps expressed in yeast; AID 485275; 330,000 tested, 0.44% active; S. cerevisiae Candida pump triplex, Nile Red efflux; inhibition, % at 10 µM;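 active = plate passing quality check with inhibition over a set limit, or well fluorescence over plate mean plus 4 SD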;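 note: Nile Red retained in pooled yeast measured as flow cytometry median fluorescence; 0% = buffer negative control and 100% = Enniatin B positive control; higher means more Nile Red kept so more efflux inhibition; some compounds called inactive have numbers as strong as hits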
The depositor's hits bear a star; nt = not tested or not shown.

SMILES	Bcl-xL primary	Yeast superoxide	GLD-1 RNA inh	Fam108B counter	MEX-5 binding	EBNA-1 inh	ZTA DNA inh	MCL1 BIM primary	Efflux pump mplx
CCC(=O)NC(Nc1nc2ccc(C)cc2s1)(C(=O)OC)C(F)(F)F (stereo not drawn)	-1	103	-5	2	1.4	8	16	-3	0.0
NNC(=S)Nc1ccc(C(F)(F)F)cc1Cl	7	94	4	-1	0.4	1	-14	4	-0.1
CCC(=O)NC(=S)Nc1ccc(-c2nc3ccc(C)cc3s2)cc1	2	105	2	0	1.7	-4	-34	6	-0.6
CCCCN(C)CCCNC(=O)CN1N=C(c2ccc(Cl)cc2)CCC1=O	-7	104	2	-2	-1.1	-2	-5	-6	0.1
Cc1ccc2ccc3cccnc3c2n1	-5	126	4	-4	15	-2	17	-3	0.0
Brc1ccc(-c2noc(-c3ccccn3)n2)o1	0	105	1	1	-1.6	12	1	-3	-0.1
C[C@H](NC(=O)[C@@H]1Cc2ccccc2CN1C(=O)OC(C)(C)C)C(=O)NC1CCCCC1	-1	94	2	-1	0.9	8	16	-5	-0.2
CCOC(=O)N1CCN(C(=O)c2ccc3c(SCC(=O)O)c4c(nc3c2)CCC4)CC1	9	123	5	2	-2.4	-4	-2	5	0.0
CCN(CC)C(=O)c1sc(NC(=O)c2ccncc2)c(C(=O)OC)c1C	5	97	-2	-1	-3.4	0	0	2	2.6
Cc1ccc(S(=O)(=O)N2CCCC2C(=O)Nc2nc3ccccc3s2)cc1 (stereo not drawn)	0	97	1	1	-3.4	1	17	1	-0.1
COC(=O)c1ccc(OCC(=O)c2ccc(O)cc2O)cc1	0	94	2	0	-1.5	12	8	-2	-0.1
O=C(CSc1ccc(-c2ccc(F)cc2)nn1)N1CCN(c2ccccc2)CC1	0	121	-4	0	nt	-4	9	-11	0.6
COc1cc(/C=N/NC(=O)C2COc3ccccc3O2)ccc1O (stereo not drawn)	4	98	7	3	-0.9	9	19	-4	0.0
CC(=O)N[C@@H](Cc1c[nH]c2ccccc12)C(=O)OCC(=O)Nc1ccc(S(=O)(=O)N(C)C)cc1	6	93	0	-3	-2.9	4	-3	5	-0.1
O=C(CC1S/C(=N/N=C/c2cccnc2)NC1=O)Nc1ccccc1 (stereo not drawn)	-1	92	4	0	nt	14	12	-3	-0.1
CCOc1cc(N2CCOCC2)c(OCC)cc1NC(=O)c1ccc(OC)cc1	0	87	5	5	1.5	-5	19	5	0.0
Cc1cc(C(=O)Nc2cnn(Cc3ccc(Cl)cc3Cl)c2)no1	3	86	3	-2	nt	-11	-10	4	0.0
COc1ccc(C2CC(c3ccccc3)=NN2C(=O)COC(=O)c2cccc(S(=O)(=O)N(C)C)c2)cc1 (stereo not drawn)	-7	97	-4	-5	2.5	5	-1	-27	0.1
COc1cccc(NC(=O)CCP(C)(=O)O)c1	5	92	1	4	2.9	8	-11	-3	-0.1
CN1C(=O)C(=O)N(CC(=O)Nc2ccccc2OC(F)F)C1=O	7	104	2	nt	nt	nt	-12	6	-0.1
O=S(=O)(c1ccccc1)n1ccc(-c2cnc(-c3ccccc3)s2)n1	4	95	-3	17	-2.0	-4	-20	-3	-0.4
O=C1C2CC=CCC2C(=O)N1c1n[nH]c(CCc2ccccc2)n1 (stereo not drawn)	0	101	6	4	-2.4	8	-8	5	-0.1
CC(=O)NCCc1nc2ccccc2n1CCOc1cccc(C)c1	0	103	-6	-1	2.5	-3	-6	-11	-0.2
CCN(CC)CCCNC(=O)c1cn(CC)c2ccc(S(=O)(=O)N(C)C3CCCCC3)cc2c1=O	8	104	-4	-3	-0.1	-7	9	2	0.0
CC(C)C(NC(=O)c1ccccc1NC(=O)c1ccco1)C(=O)O (stereo not drawn)	6	90	4	2	0.1	11	0	4	-0.2
COc1c2ccccc2nc2ccccc12	-2	98	3	-4	-0.2	-7	-4	-2	0.0
CCS(=O)(=O)c1nc(S(=O)(=O)c2ccc(C)cc2)c(N2CC(C)OC(C)C2)s1 (stereo not drawn)	-3	78	-3	-3	0.1	-5	-6	-7	0.0
O=C(NC1CCCCC1)C(=O)c1c(-c2ccccc2)[nH]c2ccccc12	8	98	2	2	-1.3	0	0	8	-0.1
Cc1cc(NC(=O)CSc2nc(C(C)C)nc3sc4c(c23)CCCC4)no1	2	102	-3	-2	-1.5	7	5	1	0.0
O=C(NCC(=O)c1ccccc1)OCc1ccc([N+](=O)[O-])cc1	1	92	6	2	-0.9	-11	-16	-13	0.0

Only Efflux pump mplx, MEX-5 binding and Bcl-xL primary (2 entries from above):
molecule	Efflux pump mplx	MEX-5 binding	Bcl-xL primary
Cc1cc(C(=O)Nc2cnn(Cc3ccc(Cl)cc3Cl)c2)no1	0.0	nt	3
CC(=O)NCCc1nc2ccccc2n1CCOc1cccc(C)c1	-0.2	2.5	0

Next compounds follow:
SMILES	Bcl-xL primary	Yeast superoxide	GLD-1 RNA inh	Fam108B counter	MEX-5 binding	EBNA-1 inh	ZTA DNA inh	MCL1 BIM primary	Efflux pump mplx
O=C(NCc1ccc(F)c(F)c1)C1CCC(=O)N(CC2CCCCC2)C1 (stereo not drawn)	3	119	-6	-9	2.2	8	14	4	0.2
O=C(CSCc1ccc(F)cc1)N1CCN(c2ccc(F)cc2)CC1	2	91	3	0	1.9	0	1	5	0.0
O=C(/C=C/c1ccco1)OCc1nnc(-c2ccc(Cl)cc2)o1	11	91	2	3	-0.8	9	-1	38	-0.2
Cc1ccc(CNC(=O)c2ccc(Cl)c(S(N)(=O)=O)c2)n1C	13	97	9	-2	1.7	-2	1	12	0.1
CCOC(=O)NC(=O)CSc1ccccn1	3	94	7	0	1.4	4	6	3	0.0
CCCCN(C(=O)c1ccc(S(=O)(=O)N(C)C)cc1)c1nc2ccccc2s1	3	98	3	-4	-2.3	-9	-4	0	-0.3
O=C(NNc1ccccc1[N+](=O)[O-])Nc1ccccc1	4	112	-4	1	1.6	2	4	-67	-7.2
COc1ccc(C)cc1NC(=O)CSc1nnc(-c2ccccn2)n1Cc1ccco1	-3	107	4	1	-1.9	-13	-3	-4	-0.1
COCCN(C(=O)c1cc(OC)c(OC)c(OC)c1)c1c(N)n(Cc2ccccc2)c(=O)[nH]c1=O	0	104	5	6	2.4	1	-3	-3	-0.1
CC1CCN(CC(=O)Nc2ccc(Cl)cc2[N+](=O)[O-])CC1	9	97	-13	6	1.2	-4	-5	15	-0.1
CCOc1nc(NCCc2ccc(OC)c(OC)c2)nc(NC(C)(C)CO)n1	4	96	5	2	1.3	21	8	0	0.0
Cc1cc(NC(=O)CSc2nc3c(c(=O)n2C)SCC3)no1	4	103	-3	1	-3.4	7	-4	37	0.1
O=C(CSc1nnc(C2COc3ccccc3O2)o1)Nc1nccs1 (stereo not drawn)	-1	108	6	9	-17	8	18	2	-0.4
Nc1ncnc2c1ncn2C1OC(CO)C(O)C1N (stereo not drawn)	0	108	3	4	0.9	5	1	1	-0.2
CCc1nc2ccccc2n1Cc1ccc(OC)c(OC)c1	0	110	6	-3	0.0	-7	23	2	0.2
Cc1ccc2nsnc2c1S(=O)(=O)N1CCN(C(=O)C2CCCO2)CC1 (stereo not drawn)	5	106	5	0	0.1	-4	1	3	-0.1
CC(C)C(=O)NCCc1nc2ccccc2n1CCc1ccccc1	-2	96	-1	-1	-0.3	1	-6	4	-0.3
CCCC(=O)Nc1cc(OC)c(C(=O)OC)cc1Cl	2	104	5	5	1.3	3	-5	4	0.1
COc1cccc(NC(=O)c2ocnc2C)c1	-1	108	2	-1	-0.8	-4	-8	-6	-0.1
O=C(CCc1nc2ccccc2[nH]1)Nc1ccc(F)cc1	-4	88	5	-2	1.6	-6	2	-9	0.0
O=S(=O)(Nc1cccc(-c2ccc(N3CCCCCC3)nn2)c1)c1ccccc1Cl	-4	72	-5	-11	3.8	1	7	-10	0.1
O=C1CCc2cc(NS(=O)(=O)c3ccc([N+](=O)[O-])cc3)cc3c2N1CCC3	9	109	9	2	-3.2	5	2	2	-0.1
CC1(C(=O)N(CC(=O)NC2CCCC2)Cc2ccccc2)CC(=O)N=C2C=CC=CN21 (stereo not drawn)	3	86	9	5	-1.8	8	-22	9	-0.2
COc1ccc(OC)c2[nH]c(=O)c(CCNC(=O)C(C)C)cc12	0	103	8	0	0.8	-3	-7	2	0.1
CCN(CC)C(=O)C[n+]1cccc(C(N)=O)c1	6	92	6	-5	0.9	10	-3	3	0.0
Cc1ccccc1OCC(=O)NCCCNC(=O)c1cccnc1	-2	101	1	-1	1.5	-12	-12	-4	0.1
O=C(N=Nc1c(O)n(Cc2ccccc2)c2ccccc12)c1ccc(O)cc1	6	116	-2	0	-1.2	13	10	10	0.0
O=C(CCNc1ccc(Cl)c(C(F)(F)F)c1)c1ccco1	7	81	4	5	-0.5	-8	-4	1	-0.2
CC(C)(C)C1(C)OC(C(N)=O)C(C(N)=O)O1 (stereo not drawn)	-1	115	0	-3	0.2	-7	-10	5	0.0
Clc1ccccc1-c1nc2ccccc2[nH]1	1	92	5	-3	-0.9	-6	-8	2	0.1

By substructure, the compounds so far with a Cl atom.
SMILES	Bcl-xL primary	Yeast superoxide	GLD-1 RNA inh	Fam108B counter	MEX-5 binding	EBNA-1 inh	ZTA DNA inh	MCL1 BIM primary	Efflux pump mplx
NNC(=S)Nc1ccc(C(F)(F)F)cc1Cl	7	94	4	-1	0.4	1	-14	4	-0.1
CCCCN(C)CCCNC(=O)CN1N=C(c2ccc(Cl)cc2)CCC1=O	-7	104	2	-2	-1.1	-2	-5	-6	0.1
Cc1cc(C(=O)Nc2cnn(Cc3ccc(Cl)cc3Cl)c2)no1	3	86	3	-2	nt	-11	-10	4	0.0
O=C(/C=C/c1ccco1)OCc1nnc(-c2ccc(Cl)cc2)o1	11	91	2	3	-0.8	9	-1	38	-0.2
Cc1ccc(CNC(=O)c2ccc(Cl)c(S(N)(=O)=O)c2)n1C	13	97	9	-2	1.7	-2	1	12	0.1
CC1CCN(CC(=O)Nc2ccc(Cl)cc2[N+](=O)[O-])CC1	9	97	-13	6	1.2	-4	-5	15	-0.1
CCCC(=O)Nc1cc(OC)c(C(=O)OC)cc1Cl	2	104	5	5	1.3	3	-5	4	0.1
O=S(=O)(Nc1cccc(-c2ccc(N3CCCCCC3)nn2)c1)c1ccccc1Cl	-4	72	-5	-11	3.8	1	7	-10	0.1
O=C(CCNc1ccc(Cl)c(C(F)(F)F)c1)c1ccco1	7	81	4	5	-0.5	-8	-4	1	-0.2
Clc1ccccc1-c1nc2ccccc2[nH]1	1	92	5	-3	-0.9	-6	-8	2	0.1

Source: PubChem

Hits appear at their usual frequency (roughly 2.3% active in at least one column).
